HCV inh = blocks hepatitis C virus | Huh7.5.1 HCVcc-Cre infection, luciferase reporter, 44 h | Potency, µM (top dose mostly 41.8 µM), without a hit: top-dose activity change, negative = inhibition, most hits filed as inhibitors | actives 3.4% (n = 340,000) | AID 651820
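Reporter virus HCVcc-Cre (~0.5 moi) infects cells exposed to compound; seeding density 1,000 cells/well with 4 h settling beforehand. Luminescence, 15 sec read, taken 44 h post-infection following a 15 min RT substrate incubation.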
Sm TGR inh = S. mansoni TGR enzyme inhibition; actives 3% (n = 360,000); purified TGR, DTNB reduction, TNB absorbance 405 nm; Potency, µM (series often up to 114 µM), for the others: at the highest dose activity change, negative = inhibition, hits mostly inhibitors; AID 485364; Q962Y6; also: nearly all actives have a fitted effect of over 60% in size
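First, TGR (20 nM dispensed) and NADPH were mixed with compound. Second, a 15 min room-temperature incubation followed. Third, further NADPH and then DTNB were added to start the reaction. Finally, TNB absorbance was monitored kinetically.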
Tb PYK inh = T. brucei pyruvate kinase inhibition; Q57TT1; TbPYK enzyme, Kinase-Glo Plus ATP luminescence, 45 min; Potency, µM (titrated, usually from 76.8 µM), without a hit: top-dose activity, negative = inhibition, hits mostly inhibitors; actives 0.12% (n = 410,000); also: nearly all actives have a fitted effect of over 50% in size
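T. brucei PYK with substrate was exposed to pin-transferred compounds across a concentration series, then started with 130 uM ADP (final). After 45 min at room temperature, Kinase-Glo Plus luminescence was read, normalized and curve-fitted.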
Pf growth 48h = P. falciparum growth inhibition at 48 hours (one generation) | AID 504832 | P. falciparum luciferase growth in erythrocytes, 48 h | Potency, µM (highest dose often 28.7 µM), without a hit: at the highest dose activity change, negative = inhibition, actives largely listed as inhibitors | actives 5.9% (n = 310,000)
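Growth was read as firefly luciferase luminescence after a 48 h, 37 C, 5% CO2 exposure of compounds to reporter-bearing P. falciparum cultures (0.1% parasitemia, 2% hematocrit final) in Albumax-supplemented RPMI 1640.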
LmPK inhibitor = inhibitors of Leishmania mexicana pyruvate kinase; Q27686; purified LmPK, Kinase-Glo ATP luminescence, 1 h; Potency, µM (doses to about 57.5 µM), inactives show top-dose activity change, negative = inhibition, most hits filed as inhibitors; actives 0.37% (n = 290,000); AID 1721
Target sequence (Q27686 whole entry, looked up): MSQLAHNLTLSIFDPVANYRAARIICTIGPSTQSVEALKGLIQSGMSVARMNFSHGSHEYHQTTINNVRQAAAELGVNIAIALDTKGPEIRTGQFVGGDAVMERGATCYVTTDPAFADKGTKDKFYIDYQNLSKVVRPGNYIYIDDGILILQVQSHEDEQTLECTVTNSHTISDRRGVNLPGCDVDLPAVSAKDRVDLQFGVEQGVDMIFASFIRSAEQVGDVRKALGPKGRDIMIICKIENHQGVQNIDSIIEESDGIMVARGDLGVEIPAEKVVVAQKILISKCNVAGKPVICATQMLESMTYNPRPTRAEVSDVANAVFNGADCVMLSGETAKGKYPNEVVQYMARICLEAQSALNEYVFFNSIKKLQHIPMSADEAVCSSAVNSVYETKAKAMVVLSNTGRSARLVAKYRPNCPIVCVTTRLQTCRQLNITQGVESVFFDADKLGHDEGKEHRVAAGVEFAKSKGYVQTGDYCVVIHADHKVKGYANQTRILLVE
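Kinase-Glo luminescence read after 1 h RT reaction of 0.1 nM LmPK with 0.5 mM PEP and 0.1 mM ADP. Activity scaled between uninhibited and enzyme-free controls.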
Pf growth 96h = inhibits malaria parasite growth, 96 h. P. falciparum luciferase reporter growth, 96 h. Potency, µM (series often up to 28.7 µM), for inactives: top-dose activity change, negative = inhibition, most hits filed as inhibitors. actives 6.9% (n = 320,000)
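Plates of compound plus infected erythrocytes (2% hematocrit, 0.05% parasitemia final) incubate 96 hours, 37 C, 5% CO2. Detection reagent added; reduced luminescence from the parasites' luciferase reporter flags inhibition.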
The depositor's hits bear a star; ? = inconclusive; / = not tested or not shown; & = joins results of further samples; [ ] = dose if it differs, or a comment. Calls follow the shape of the dose curve; as a rule, active = well fitted curve in the direction sought with a large enough effect; inconclusive = small, poorly fitted or top-dose-only effect, or another doubt; inactive = no such curve, though single readings can be large; an effect the other way counts as inactive or inconclusive. % is scaled to controls: 0 for no effect and ±100 for the full control effect; potency is read from the fitted curve at half-maximal effect.

Sample of the layout (five entries):
SMILES | Tb PYK inh | HCV inh | Pf growth 48h | LmPK inhibitor | Pf growth 96h | Sm TGR inh
CN1C(=O)SC(Nc2cccc3ccccc23)C1=O (configuration not stated) | -1% | -4% | 9% | -1% | 85%[activator] | 0%
Cc1cc(C(=O)CSc2nnc(-c3cccs3)n2Cc2ccccc2)c(C)n1C | -20% | ? | ? | 1% | -2% | -12%
COc1cc(/C=C(\C#N)C(=O)NC2CCCCC2C)ccc1OS(=O)(=O)c1ccc(C)cc1 (configuration not stated) | -2% | -24% | ? | 3% | ? | 3%
CC(=O)Nc1nc(CC(=O)c2ccccc2)cs1 | -2% | 4% | 25% | 0% | 28% | -1%
C=CCS/C(=N\n1cnc2ccccc2c1=O)N1CCCCC1 | 9% | -22% | 27% | -1% | ? | -45%

All compounds of this part, previewed entries included:
SMILES | Tb PYK inh | HCV inh | Pf growth 48h | LmPK inhibitor | Pf growth 96h | Sm TGR inh
CN1C(=O)SC(Nc2cccc3ccccc23)C1=O (configuration not stated) | -1% | -4% | 9% | -1% | 85%[activator] | 0%
Cc1cc(C(=O)CSc2nnc(-c3cccs3)n2Cc2ccccc2)c(C)n1C | -20% | ? | ? | 1% | -2% | -12%
COc1cc(/C=C(\C#N)C(=O)NC2CCCCC2C)ccc1OS(=O)(=O)c1ccc(C)cc1 (configuration not stated) | -2% | -24% | ? | 3% | ? | 3%
CC(=O)Nc1nc(CC(=O)c2ccccc2)cs1 | -2% | 4% | 25% | 0% | 28% | -1%
C=CCS/C(=N\n1cnc2ccccc2c1=O)N1CCCCC1 | 9% | -22% | 27% | -1% | ? | -45%
Cc1nc2ccc(S(=O)(=O)NCC(=O)N3CCc4ccccc43)cc2s1 | 2% | -24% | 31%[activator] | -1% | 81%[activator] | 56µM*
C/C(=N\NC(=O)c1cc(C)nc2ccccc12)c1ccncc1 | 2% | 14% | 5% | 0% | -12% | 1%
COC(=O)CC1SC(=O)NC1=Nc1cccc(C)c1 (configuration not stated) | -14% | 4% | / | 3% | ? | -3%
O=C(CC(=O)Nc1nc(C23CC4CC(CC(C4)C2)C3)cs1)NCCO | 15% | 7% | 13µM* | 0% | 9.3µM* | -7%
CN(C)CCNC(=S)NC1CCCCC1 | -1% | 11% | 7% | 2% | 15% | -7%
CC(C)CCn1nnnc1C(c1ccc(F)cc1)N1CCN(C(=O)c2ccco2)CC1 (configuration not stated) | -5% | 6% | ? | -3% | 60%[activator] | -1%
C=CCn1cc(C(=O)OC)c(=O)c2cc(S(=O)(=O)N3CCCCCC3)ccc21 | -9% | 11% | ? | 1%[11.5 µM] | 0% | 6%
CCCN(CCC)S(=O)(=O)c1ccc(C(=O)Nc2ccc(S(=O)(=O)Nc3nnc(CC)s3)cc2)cc1 | 9% | 10% | 12µM* | 4% | ? | 7%
Cc1ccc([N+](=O)[O-])cc1S(=O)(=O)N1CCC(C)CC1 | 1% | 22% | -33% | 5% | / | 2%
CC(=O)c1sc(NC(=O)CS(=O)(=O)c2ccc(F)cc2)nc1C | -10% | -1% | 0% | / | 7% | -1%
COc1ccc(S(=O)(=O)N2CCC(C(=O)NCc3cccnc3)CC2)cc1Cl | 1% | 13% | 1% | 6% | 30%[activator] | 3%
COc1ccc(-n2nc(C(=O)NCC(=O)NC3CCCCC3)c3ccccc3c2=O)cc1 | 3% | ? | -25% | 7% | 0% | -3%
C=CCn1c(O)c(N=NC(=O)OCC)c2ccccc21 | 2% | -4% | 22% | -4% | 30%[activator] | -26%
Cc1ccc(OCc2nnc(SCc3cc(=O)[nH]c4ccccc34)n2-c2ccccc2)cc1 | -4% | -26% | ? | -3% | 5.9µM* | -3%
Cc1ccc(Cl)cc1NS(=O)(=O)c1ccc2c(c1)NC(=O)C(C)C(=O)N2 (configuration not stated) | 0% | -4% | 32%[activator] | -3% | -8% | 3%
CC(=O)Nc1ccc(NC(=O)CC(c2ccccc2)c2ccccc2)cc1 | -1% | 6% | 12µM* | -3% | 134%[activator] | -7%
CC(C)(C)C1CCC(C(=O)Nc2ccc(N3CCOCC3)cc2N2CCOCC2)CC1 (configuration not stated) | -23% | -4% | 10µM* | / | ? | -22%
COc1ccc(NC(=O)C2CCCN2C(=O)Oc2ccccc2)cc1 (configuration not stated) | 0% | -6% | ? | 4% | 16% | /
O=C(Nc1ccc(C(F)(F)F)cc1)C1CCN(c2cnccn2)CC1 | 0%&3% | ? | ? | 3% | 22% | -2%&5%
COc1cc(C2C3=C(CC(c4ccco4)CC3=O)Nc3ccccc3N2C(C)=O)cc(OC)c1OC (configuration not stated) | -6% | 7% | -10% | 0% | 33%[activator] | 79µM*
CCOc1ccc(-n2c(Cc3cc(=O)[nH]c(=O)[nH]3)nnc2SCC(=O)Nc2nnc(C)s2)cc1 | -1% | 3% | 11% | -1% | 0% | -2%
CCOC(=O)CNc1nc(Cl)nc(Nc2ccc(C)cc2)n1 | 28% | -28% | -15% | -4% | -3% | 6%
CCOC(=O)[C@@H]1[C@H]2COc3ccccc3[C@H]2N2C(=O)N(c3ccc(C(F)(F)F)cc3)C(=O)[C@]12C | -6% | -21% | 10µM* | 3% | 5.2µM* | 4%
O=C(Cn1c(CO)nc2ccccc21)NCc1ccc2c(c1)OCO2 | 11% | ? | 0% | 4% | 4% | 5%
CCCN(CCC)CCCNC(=O)C1CCC(CNS(=O)(=O)c2cccc3nsnc23)CC1 (configuration not stated) | 0%&8% | 10% | 12% | -1% | ? | -5%&10%
COc1ccc(C(=O)N/N=C/c2ccc(OC)c(CN3CCc4cc(OC)c(OC)cc4C3C)c2)cc1 (configuration not stated) | -7% | ? | 9.3µM* | 1% | -34% | 7%
CCc1ccc(-c2cc(C(=O)N/N=C/c3ccco3)[nH]n2)cc1 | 2% | 15% | 7% | 10% | -13% | 5%
Cc1nc2nc[nH]n2c(=O)c1NC(=O)CC12CC3CC(CC(C3)C1)C2 | -1%&7% | 4%&13% | 5%&22% | 6%&0% | ? | 0%&-30%
COc1ccc(-c2csc(N3CCN(c4cc(C)nc5ccccc45)CC3)n2)cc1OC | -27% | 2.8µM* | ? | -2% | ? | /
O=S(=O)(NCc1ccco1)c1ccc2c(c1)Cc1ccccc1-2 | -8% | -71% | ? | 2% | 63%[activator] | 7.9µM*
CCOC(=O)c1c(C)[nH]c(C)c1C(=O)COC(=O)CNC(=O)C1CCCCC1 | 4% | 14% | 1% | 9% | 7% | 27%
COc1cc(CN2CCN(Cc3ccccc3C(F)(F)F)CC2)cc(OC)c1OC | 31%[activator] | -8% | ? | 1% | 7% | 0%
O=C(O)c1nc(N2CCOCC2)nc(N2CCOCC2)n1 | -10% | 20% | -12% | -5% | -11% | -2%
CC(=O)NC(=S)Nc1ccc(NC(=S)NC(=O)c2cccs2)cc1 | 6% | -5% | ? | -9% | 46%[activator] | -26%
N#CCSc1nnc(-c2sc3ccccc3c2Cl)o1 | 2% | 6% | 101%[activator] | 1% | 47%[activator] | -25%
CC(=O)NCCc1nc2cc(NC(=O)c3ccc(F)cc3)ccc2n1C | 3% | ? | 142%[activator] | 0% | 296%[activator] | -11%
CCOC(=O)CN(C(=O)Cn1nnc(-c2ccc(OC)cc2)n1)C(C(=O)NC1CCCC1)c1ccc(F)cc1 (configuration not stated) | 2% | ? | 13µM* | 0% | 15µM* | -5%
O=C(COC(=O)C1CCN(C(=O)c2ccc(Cl)cc2)CC1)NC1CCS(=O)(=O)C1 (configuration not stated) | 0% | 31%[activator] | 12% | -1% | 41%[activator] | -2%
COc1ccc(Cl)cc1S(=O)(=O)N1CCN(C(=O)COc2ccccc2)CC1 | -1% | -11% | -20% | 7% | 0% | -4%
O=C(CN(C(=O)CNS(=O)(=O)c1ccc(F)cc1)c1ccc(F)cc1)NCc1ccco1 | 5% | ? | -23% | 0% | -14% | 2%
O=C(CN1CCN(c2ncccn2)CC1)NCCC1=CCCCC1 | 15% | -1% | -14% | 1% | ? | -24%
CC(=O)c1ccc(NC(=O)c2ccc3nc(-c4ccco4)c(-c4ccco4)nc3c2)cc1 | ? | ? | 12µM* | 0% | / | 0.79µM*
CSC(=NCc1cccnc1)NS(=O)(=O)c1cccs1 | 1% | -7% | 7% | 3% | / | -15%
O=C(NCCN1C(=O)S/C(=C/c2cccnc2)C1=O)C1=NN(c2ccccc2)C(=O)CC1 | -14% | 4% | 7% | / | -23% | 23%
COc1cccc(CNC(=O)CCNS(=O)(=O)c2cccc3nonc23)c1 | 4% | 14% | 2% | 1% | 9% | -3%
CCOc1ccc(NC(=O)CN(C)C(=O)c2n[nH]c(=O)c3ccccc23)cc1OCC | 2% | ? | ? | / | 13% | -2%
O=C(OCC(=O)c1c[nH]c2ccccc12)c1ccc(Br)o1 | 0% | 12% | 1% | 0% | / | 4%
Cc1ccc(C(=O)N2CCN(S(=O)(=O)N3CCCCC3)CC2)cc1 | 2% | 10% | 14% | -2% | 10µM* | 0%
COc1ccc(OC)c(S(=O)(=O)Nc2ccc(C(C)=O)cc2)c1 | -21% | 16% | 0% | 5% | 2% | -1%
CCC(=O)NC(c1ccc(C)cc1)c1cc([N+](=O)[O-])c2cccnc2c1O (configuration not stated) | ? | ? | ? | -1% | 20% | -29%
Cc1nnc(NC(=O)CSC2=NN3CCCC(=O)N=C3S2)s1 | -1% | 13% | ? | 0% | ? | 8%

Additional results
SMILES | Tb PYK inh | HCV inh | Pf growth 48h | LmPK inhibitor | Pf growth 96h | Sm TGR inh
Cc1ccc(C(=O)NCCS(=O)(=O)N2CCN(c3ccccc3F)CC2)cc1[N+](=O)[O-] | 0% | -10% | 5% | -3% | 5% | -11%
O=C(NC(=S)Nc1ccccc1N1CCCCC1)c1cccs1 | -7% | ? | ? | -3% | -1% | -13%
CN(C)C(=O)CN1C(=O)NC2(CCCc3ccccc32)C1=O (configuration not stated) | 3% | 23% | -2% | -8% | 21% | -7%
CC(=O)Nc1cccc(N2C(=O)CCC2=O)c1 | -2% | 5% | 8% | -4% | 1% | 7%
COC(=O)c1ccc(NC(=O)C2CCCN2S(=O)(=O)c2ccc(F)cc2)cc1 (configuration not stated) | 0% | -3% | -12% | -5% | 29% | 6%
CCCCCCCCCCCCCCCC(=O)NCCc1c[nH]c2ccccc12 | -1% | 23% | ? | 7% | 2% | 1%
Cc1ccccc1NC(=O)NCC1CCN(c2ccc(S(=O)(=O)N3CCOCC3)cc2)CC1 | 5% | 35µM* | ? | -5% | 23% | -2%
COC(=O)CC(NC(=O)c1ccc(C)cc1)c1ccccc1 (configuration not stated) | 0% | 12% | / | -13% | 242%[activator] | 0%
Cc1ccc(Cl)c(OC(=O)Cn2cnc3c2c(=O)n(C)c(=O)n3C)c1 | 3% | 9% | ? | 1% | 11% | ?
Fc1c(F)c(F)c(CSc2nc3ccccc3[nH]2)c(F)c1F | -4% | ? | ? | 2% | 32%[activator] | -8%
CN(c1ccccc1C(N)=O)S(=O)(=O)c1ccccc1 | -3% | 8% | 11% | -3% | ? | -4%
O=C(O)CCN1CCc2ccccc2C1c1cccs1 (configuration not stated) | -4% | 14% | -14% | -2% | 6% | -1%
CC(C)(C)OC(=O)NCCc1nnc(SCc2cccc(Cl)c2)o1 | 2% | 10% | -26% | 0% | -4% | 11%
CC1CCCC(NC2CCCCNC2=O)C1 (configuration not stated) | -12% | 21% | 15% | -1% | ? | 1%
CC1(C)Cc2c(sc3nc4n(c(=O)c23)CCC4)CO1 | -19% | -1% | 13% | -2% | 22% | 0%
CC(Oc1ccc(Cl)cc1)C(=O)Nc1ccc(S(=O)(=O)N2CCOCC2)cc1 (configuration not stated) | 7% | -3% | 13µM* | -6% | 8% | 3%
Cc1ccccc1CN(c1ccc(C(=O)NCc2ccccn2)cc1)S(C)(=O)=O | 2% | 15% | 1% | -1% | 20% | /
